Compound activity from PubChem BioAssay.
TDP1 block: inhibitors of human tyrosyl-DNA phosphodiesterase TDP1; recombinant TDP1, AlphaScreen DNA substrate cleavage; AID 485290; Potency, µM (titrated, usually from 130 µM), for inactives: at the highest dose activity change, negative = inhibition, most hits filed as inhibitors; 0.28% of 350,000 active; note: nearly all actives have a fitted effect of over 40% in size
Target sequence (Q9NUW8 whole entry, looked up): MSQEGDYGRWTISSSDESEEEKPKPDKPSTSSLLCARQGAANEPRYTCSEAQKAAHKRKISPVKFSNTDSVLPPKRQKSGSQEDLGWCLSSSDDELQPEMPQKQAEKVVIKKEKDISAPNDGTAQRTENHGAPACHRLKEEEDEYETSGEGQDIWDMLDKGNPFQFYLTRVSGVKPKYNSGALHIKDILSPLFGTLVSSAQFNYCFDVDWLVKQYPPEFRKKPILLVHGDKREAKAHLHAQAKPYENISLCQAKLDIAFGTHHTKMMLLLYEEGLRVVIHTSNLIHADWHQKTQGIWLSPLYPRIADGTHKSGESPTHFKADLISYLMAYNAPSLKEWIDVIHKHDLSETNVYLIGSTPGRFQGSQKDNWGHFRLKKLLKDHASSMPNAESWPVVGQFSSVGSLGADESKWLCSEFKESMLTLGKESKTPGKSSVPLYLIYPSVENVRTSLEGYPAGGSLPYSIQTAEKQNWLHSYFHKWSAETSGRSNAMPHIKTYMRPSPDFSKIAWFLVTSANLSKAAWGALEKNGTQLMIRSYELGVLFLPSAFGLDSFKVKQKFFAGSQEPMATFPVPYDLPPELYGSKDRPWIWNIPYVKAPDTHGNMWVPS
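Recombinant E. coli-expressed Tdp1 (1 nM) preincubated with compound 15 min at RT, then 5'-biotin/3'-phosphotyrosine-FITC DNA substrate (15 nM) added for 5 min. AlphaScreen beads (10 ug/ml) added, 10 min RT; tyrosine-FITC cleavage read as signal loss.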
N370S GC: N370S glucocerebrosidase modulation, Gaucher chaperone candidate; Potency, µM (series often up to 59.4 µM), for inactives: at the highest dose activity change, negative = inhibition, most hits filed as inhibitors; N370S GC spleen homogenate, 4MU-glucoside fluorescence; P04062; AID 2101; 0.092% of 330,000 active;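 note: 0% = full enzyme activity and -100% = no enzyme basal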
FEN1 inhibitor: blocks human flap endonuclease 1. P39748. 0.35% of 390,000 active. Recombinant FEN1 flap cleavage, fluorescence, 15 min. Potency, µM (doses to about 114 µM), without a hit: top-dose activity change, negative = inhibition, actives largely listed as inhibitors. AID 588795; note: nearly all actives have a fitted effect of over 65% in size
Target sequence (P39748 whole entry, looked up): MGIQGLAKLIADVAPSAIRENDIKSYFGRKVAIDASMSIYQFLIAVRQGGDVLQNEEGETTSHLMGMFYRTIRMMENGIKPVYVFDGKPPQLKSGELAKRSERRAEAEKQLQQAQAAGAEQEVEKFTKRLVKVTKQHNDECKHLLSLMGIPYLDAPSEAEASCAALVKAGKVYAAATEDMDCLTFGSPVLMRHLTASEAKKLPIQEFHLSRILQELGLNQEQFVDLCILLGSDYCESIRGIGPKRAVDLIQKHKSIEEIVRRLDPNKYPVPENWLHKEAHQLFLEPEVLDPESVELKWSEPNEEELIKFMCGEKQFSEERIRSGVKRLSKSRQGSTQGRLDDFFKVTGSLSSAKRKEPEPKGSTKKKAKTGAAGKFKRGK
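In this screen, 50 nM flap DNA substrate was added to 10 nM FEN1 pretreated with compound for 15 min at room temperature; cleavage was followed with reads at 0 and 15 min, and Hill fitting gave concentration–response parameters.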
The depositor's hits bear a star; ? = inconclusive; . = not tested or not shown; [ ] = another dose, or the depositor's remark. Calls come from the whole dose curve; as a rule, active = well fitted curve in the direction sought with a large enough effect; inconclusive = small, poorly fitted or top-dose-only effect, or another doubt; inactive = no such curve, though single readings can be large; an effect the other way counts as inactive or inconclusive. Unless noted, % is set by controls: 0 for no effect and ±100 for the full control effect; potency is the fitted concentration of half-maximal effect.

Compound	TDP1 block	N370S GC	FEN1 inhibitor
COC(=O)C1C(=O)C2=C(CC1C)NC(C)=C(C(=O)OCCOc1ccccc1)C2c1ccc(C)o1 (stereo not given)	5%	2%	7%
CCOC(=O)N1CCN(C(=O)CNC(=O)c2ccc(Cl)cc2)CC1	1%	5%	7%
CC(=O)Oc1c(Sc2ccccc2[N+](=O)[O-])c(C)nn1C(C)(C)C	5%	6%	-17%
CC1CCCC(C)N1C(=O)Cn1c(=O)sc2ccccc21 (stereo not given)	4%	4%	-2%
NS(=O)(=O)c1ccc(CCNC(=O)CSc2nc3ccccc3c(=O)n2CCN2CCOCC2)cc1	0%	-3%	15%
COc1cccc(-c2ccc(=O)n(CC(=O)Nc3ccc(C(=O)N4CCCC4)cc3)n2)c1	3%	-2%	6%
Cc1cc2oc(C(=O)Nc3sc4c(c3C(=O)NCc3ccccc3)CCCC4)cc(=O)c2cc1C	-2%	.	-5%
O=C(CN(Cc1ccco1)C(=O)c1nsc(Cl)c1Cl)NC1CCCCC1	5%	10%	-11%
COc1ccc([C@@H]2C[C@H](c3ccccc3)Oc3cc(C)cc(C)c32)cc1	-2%	2%	11%
CN1CCN(/N=C/c2ccc(C#N)cc2)CC1	3%	0%	-2%
O=C(NCCCc1ccc(F)cc1)C1CCC(=O)N(CC2CCCCC2)C1 (stereo not given)	3%	-1%	-2%
CCCCNC(=O)CNC(=S)N(Cc1ccccc1)Cc1cccnc1	5%	-4%	-1%
COc1cc2ccccc2cc1C(=O)N1CCOCC1	-2%	-5%	3%
COc1ccc(N2C=C3C(=O)C(C)(OC(=O)C4CCCC4)C(=O)C=C3C=C2c2ccsc2)cc1 (stereo not given)	7%[21 µM]	0%[12.8 µM]	.
CCOc1cc(/C=N/n2c(C)nnc2C)ccc1O	1%	-27%	-13%
Cc1cnc(CN(C)C(=O)c2cc(COc3c(F)cccc3F)on2)[nH]1	5%	1%	-3%
Cc1ccc(C)c(N2CCN(C(c3ccccc3)c3nnc(-c4ccccc4)o3)CC2)c1 (stereo not given)	5%	.	-1%
C=C[C@H](Cc1ccccc1)N(Cc1ccccc1)S(=O)(=O)N(Cc1ccccc1)[C@H](C=C)Cc1ccccc1	1%	.	1%
COc1ccc(-c2ccc3c(c2)O/C(=C\c2ccsc2)C3=O)cn1	0%	.	13%
COc1ccc(C2=NN(S(=O)(=O)c3ccccc3)C(c3ccccc3)C2)cc1 (stereo not given)	2%	15%	-19%
COc1ccc(C(=O)CSc2nnc(-c3ccc(C)cc3)o2)cc1	3%	29%	-8%
COc1ccc(CCNCc2c(C(=O)O)c(C)n(Cc3ccccc3C)c2C)c(OC)c1	3%	.	22%
Cc1sc(NC(=O)CN2CCOCC2)nc1-c1ccc2c(c1)CCN2S(=O)(=O)c1ccccc1	7%	-10%	-12%
C#CCOCCOCCOCCNc1nc(N2CCN(C(=O)CCCCCCCCCCNC(=O)[C@@H](CCC(=O)O)n3cc(CCCCCN)nn3)CC2)nc(N2CCN(C(=O)CCCCCCCCCCNC(=O)[C@H](CCCCN)n3cc(C[C@@H](C)CC)nn3)CC2)n1	6%	?	?
CSC(=NC#N)N1CCN(C(=NC#N)SC)CC1	3%	11%	15%
CC(C)(C)c1nc(NCCN2CCOCC2)c2nnn(Cc3ccccc3Cl)c2n1	4%	2%	-14%
CCCCNC(=O)N1CCCC(C(=O)c2cc(C)c(OC)c(C)c2)C1 (stereo not given)	.	-19%	0%
Cc1ccc(NC(=O)CSc2nc(=O)n(CCN(C)C)c3c2CCCC3)c(C)c1	2%	-1%	10%
O=C(C1CCCN1S(=O)(=O)c1ccc(Cl)c(Cl)c1)N1CCOCC1 (stereo not given)	4%	4%	16%
CCCn1nc(C(=O)OCn2nnc3ccccc3c2=O)c2ccccc2c1=O	3%	12%	-1%

Later entries:
Compound	TDP1 block	N370S GC	FEN1 inhibitor
O=C(COC(=O)/C=C/c1ccc(Cl)cc1)Nc1ccc2c(c1)OCCO2	2%	11%	-4%
Cc1ccnc(SCC(=O)N2CCCc3ccccc32)n1	2%	-8%	-2%
COc1ccc(N2C(=O)CCC2(C#N)c2ccc(Br)cc2)cc1 (stereo not given)	0%	-3%	3%
O=C(NCCN1CCOCC1)NC1(C(F)(F)F)Oc2ccccc2O1	1%	-20%	2%
Cc1ccc(-c2cc(C(=O)O)n[nH]2)o1	5%	6%	4%
COc1ccc(NC(=O)Nc2cc(-c3cn4cccnc4n3)ccc2C)cc1	-1%	.	-6%
CCOc1ccc(OCC)c(NC(=O)CCn2cccc2)c1	8%	?	2%
CCOC(=O)c1nn(-c2ccccc2F)c(C)c1C(C)=O	4%	-4%	-1%
Cc1ccc(NC(=S)NCc2ccccc2)c(C)c1	.	2%	-4%
Cc1ccc(C)c(NC(=O)CSc2nnc(CCNC(=O)OC(C)(C)C)o2)c1	1%	8%	-1%
CCOc1ccc(Oc2c(/C=N/NC(C)=O)c(C)nn2-c2ccccc2)cc1	1%	-6%	2%
CCN1CCc2nc3ccccc3c(C(=O)Nc3ccc(NC(C)=O)cc3)c2C1	3%	1%	-4%
CCc1ccc(NC(=O)CN2C(=O)COc3ccc(S(=O)(=O)N4CCCC4)cc32)cc1	2%	-9%	4%
NC(=O)C1CCN(C(=O)N2c3ccccc3Sc3ccccc32)CC1	3%	2%	14%
CC(NC(=O)c1cc(-c2ccccc2)nc2ccccc12)C1CCCO1 (stereo not given)	2%	1%	.
CCCCN(S(=O)(=O)c1ccccc1)S(=O)(=O)c1ccccc1	.	3%	3%
Cc1cc(C(=O)N2CCc3c([nH]c4ccccc34)C2c2c(F)cccc2Cl)no1 (stereo not given)	5%	1%	-24%
O=C(COc1ccc(Br)cc1)NCc1cn2ccccc2n1	.	8%	0%
CN(C)S(=O)(=O)n1cnc2ccccc21	3%	-5%	-4%
COc1ccc(NC(=O)COc2cccc3c2CCNC3=O)cc1	.	-1%	3%
COc1ccc(C2=CC(=O)C[C@H](c3ccc(F)cc3)C2)c(F)c1F	-3%	.	1%
NNc1nc(C(F)(F)F)nc2ccccc12	8%	8%	-5%
CC(=O)/C(C(=N)N1CCN(c2cccc(Cl)c2)CC1)=C(\C)O	9%	3%	7%
CC(C)c1cc(-c2nc(-c3ccccc3)no2)n[nH]1	-8%	.	3%
Cc1nn(C(C)C(=O)NC2CCC(C)CC2)c(=O)c2c1sc1ccccc12 (stereo not given)	-11%	.	?
CCOC(=O)c1ccc(S(=O)(=O)N2CCC(N3CCCCC3)CC2)cc1	.	-9%	-5%
COC(=O)/C(=N\Nc1ccccc1)Sc1nnc(-c2ccc(OC)cc2)n1C	3%	-5%	9%
COc1ccc(NC(=O)N2CCCc3ccccc32)c(OC)c1	4%[56.1 µM]	5%	13%
CCN(CC(O)CON=C1c2ccccc2-c2ccccc21)S(=O)(=O)c1ccc(Cl)cc1 (stereo not given)	-1%	-6%	-4%
CCN1CCN(C(=O)CCc2ccc(S(=O)(=O)NCCc3ccccc3)cc2)CC1	-10%[56.1 µM]	-3%	6%

Of the compounds above, these contain an aryl thioether with sulfur outside any ring:
Compound	TDP1 block	N370S GC	FEN1 inhibitor
CC(=O)Oc1c(Sc2ccccc2[N+](=O)[O-])c(C)nn1C(C)(C)C	5%	6%	-17%
NS(=O)(=O)c1ccc(CCNC(=O)CSc2nc3ccccc3c(=O)n2CCN2CCOCC2)cc1	0%	-3%	15%
COc1ccc(C(=O)CSc2nnc(-c3ccc(C)cc3)o2)cc1	3%	29%	-8%
Cc1ccc(NC(=O)CSc2nc(=O)n(CCN(C)C)c3c2CCCC3)c(C)c1	2%	-1%	10%
Cc1ccnc(SCC(=O)N2CCCc3ccccc32)n1	2%	-8%	-2%
Cc1ccc(C)c(NC(=O)CSc2nnc(CCNC(=O)OC(C)(C)C)o2)c1	1%	8%	-1%

5 records picked at random from the list so far, as already listed:
Compound	TDP1 block	N370S GC	FEN1 inhibitor
COc1ccc(NC(=O)Nc2cc(-c3cn4cccnc4n3)ccc2C)cc1	-1%	.	-6%
CCOC(=O)c1ccc(S(=O)(=O)N2CCC(N3CCCCC3)CC2)cc1	.	-9%	-5%
O=C(COC(=O)/C=C/c1ccc(Cl)cc1)Nc1ccc2c(c1)OCCO2	2%	11%	-4%
COc1ccc(C2=CC(=O)C[C@H](c3ccc(F)cc3)C2)c(F)c1F	-3%	.	1%
CCOC(=O)c1nn(-c2ccccc2F)c(C)c1C(C)=O	4%	-4%	-1%

Next structures follow.
The line under a structure holds: TDP1 block, N370S GC, FEN1 inhibitor
Nc1cc(S(=O)(=O)N2CCOCC2)ccc1N1CCCCC1
→ 4%, ., 1%
O=C(CCCc1c[nH]c2ccccc12)NCC1COc2ccccc2O1 (stereo not given)
→ 8%, 7%, -6%
COc1ccc(NC(=O)C2CC(=O)N(CCc3ccc(F)cc3)C2)c(OC)c1 (stereo not given)
→ 8%, 0%, 0%
CC(Oc1ccccc1)C(=O)Nc1c2c(nn1-c1ccccc1)CS(=O)C2 (stereo not given)
→ -2%, -3%, 2%
O=c1[nH][nH]cc1C=Nc1ccc(Cl)cc1Cl
→ 0%, -23%, 18%
COc1cc(Cl)cc(C2NC(=O)NC(C)=C2C(=O)NCc2ccccc2)c1O (stereo not given)
→ 0%, 2%, -3%
Cc1nc(-c2ccc(S(=O)(=O)N3CCN(CCc4ccccc4)CC3)s2)cs1
→ 1%, -1%, -10%
CN(C(=O)c1ccc([N+](=O)[O-])cc1)c1ccccc1C(=O)NCc1ccccc1
→ 2%, -5%, 2%
CC1C(=O)CCCCCCCCCC2C1(N1CCOCC1)CS2(=O)=O (stereo not given)
→ -2%[56.1 µM], 2%, 5%
CC(C)CN1CCN(Cc2cnc(-c3ccc(Cl)cc3)nc2)CC1CCO (stereo not given)
→ -7%, -4%, -5%
NNC(=O)Cn1nc(Cc2ccccc2)n(N)c1=O
→ 2%, ., 1%
NC(=S)Nc1ccc(Cl)c(Cl)c1
→ 4%, 2%, -2%
Cc1ccc2c(c1)cc(CN(Cc1ccc3c(c1)OCO3)C(=O)c1ccccc1)c1nnnn12
→ 3%, -1%, -2%
CC(C)(O)C(O)COc1c2ccoc2cc2oc(=O)ccc12 (stereo not given)
→ 0%, -15%, 3%
CC1CCC(C#N)(N(C)C(=O)CSc2nnc(C3CC3)n2C2CC2)CC1 (stereo not given)
→ 1%[56.1 µM], ., 5%
O=[N+]([O-])c1ccc2c(c1)CNc1ccccc1O2
→ 6%, -5%, 3%
CO[C@H]1COC(=O)C/C=C\[C@H](C)[C@@H](NS(=O)(=O)c2ccc(C)cc2)COC(=O)CCC[C@@H]1C
→ 6%[21 µM], -10%[12.8 µM], .
CC1(C(=O)NCC2CCCO2)Oc2cccnc2NC1=O (stereo not given)
→ -3%, 4%, 0%
O=C(COc1ccccc1O)Nc1ccccc1Cl
→ 7%, 24%, -11%
CCCCCCCCNC(=O)c1cccnc1SCC(=O)Nc1ccc(OC)cc1OC
→ 3%, -5%, 2%

The results go on.
The line under a structure holds: TDP1 block, N370S GC, FEN1 inhibitor
CCOC(=O)c1cc2ccc(OC(=O)c3ccco3)cc2oc1=O
→ 5%, ?, -8%
CN1CCN(C2=Cc3ccccc3Sc3cc(F)c(Cl)cc32)CC1
→ 10%, 1%, -2%
CCOc1nc(-c2ccncc2)nc2ccccc12
→ 3%[56.1 µM], 4%, -13%
CC1(C)CC(=O)C2=C(C1)NCN(Cc1ccccc1)C2
→ -12%, 5%, 5%
Cc1cc(C)n2nc(SCCC(=O)NCc3ccccc3)nc2n1
→ -5%, 2%, -13%
COc1ccc(-n2nc(C(=O)NCC(=O)Nc3cccc(Cl)c3)c3ccccc3c2=O)cc1OC
→ -4%, 1%, -24%
CCOc1ccc(NC(=O)Cn2c(=O)n(Cc3ccc(C(=O)NCc4ccc5c(c4)OCO5)cc3)c(=O)c3ccccc32)cc1
→ 2%, ., 14%
CSc1nc(N)c2c3c(sc2n1)COC(C(C)C)C3 (stereo not given)
→ 1%, 3%, 9%
N/C(=N\OC(=O)/C=C/c1ccccc1)c1ccccc1
→ -5%, 11%, -12%
Nc1cc([N+](=O)[O-])ccc1Nc1ccc(O)cc1
→ 10%, ?, 6%
O=S(=O)(NCc1ccc(F)cc1)c1cccc(S(=O)(=O)N2CCOCC2)c1
→ 4%, -13%, 14%
